Compound activity deposited in PubChem by NMMLSC.
Bfl-1 Bim block = disrupts Bim binding to human Bfl-1; Q16548; Bead-based flow cytometry, Bim-Bfl-1 binding inhibition; inhibition, % at 10 µM; hit rate 0.12% among 190,000; AID 1008;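 note: 0% = wells without compound plus tracer and 100% = blocker peptide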
Bim-Bcl-B = human Bim-Bcl-B interaction inhibition | bead-based flow cytometry, Bim peptide-Bcl-B binding | inhibition, % at 10 µM | hit rate 0.073% among 190,000 | AID 951;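 note: 0% = tracer peptide without compound and 100% = reference inhibitor peptide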
Target sequence (Q9HD36 whole entry, looked up): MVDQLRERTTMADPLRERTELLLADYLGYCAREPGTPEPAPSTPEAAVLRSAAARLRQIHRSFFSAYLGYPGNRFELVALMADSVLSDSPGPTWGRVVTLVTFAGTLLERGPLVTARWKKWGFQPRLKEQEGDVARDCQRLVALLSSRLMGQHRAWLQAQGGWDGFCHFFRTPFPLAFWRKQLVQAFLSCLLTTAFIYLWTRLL
RGS7-Gao reg = modulates binding of RGS7 to human Galphao; AID 1439; binding response (% of control), % at 10 µM; Multiplexed bead flow cytometry; actives lie on both sides; hit rate 0.35% among 220,000; P09471; in the data active = binding response below about 49% or above about 150%; inconclusive = no clear call, values can overlap the other calls; inactive = in between;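 note: fluorescent Galphao held in activated GDP-AlF4 state binding bead-coupled RGS7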
RGS8-Gao reg = human RGS8-Galphao interaction regulation; P09471; multiplexed bead flow cytometry, RGS8-Galphao binding; actives lie on both sides; response (percent of control binding), % at 10 µM; hit rate 0.34% among 220,000; in the data active = response below about 60% or above about 140%; inactive = in between;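 note: Galphao activated as the GDP aluminium fluoride complex binding bead-coupled RGS8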
RGS4-Gao reg = human RGS4-Galphao interaction regulation; Multiplexed bead flow cytometry, RGS4-Galphao binding; actives lie on both sides; hit rate 0.33% among 220,000; binding response (% of control), % at 10 µM; P09471; in the data active = binding response below about 49% or above about 150%; inactive = in between;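 note: fluorescent Galphao activated with aluminum fluoride binding bead-coupled RGS4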
ABCG2 inh = blocks JC-1 efflux by human ABCG2 transporter; hit rate 0.1% among 190,000; IgMXP3 cells, flow cytometry; inhibition, % at 6.6 µM;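 active = inhibition above 80%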;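 note: 0% = DMSO and 100% = nicardipine control wells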
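Read-out basis: Efflux inhibition in percent versus controls | Test system: ABCG2 IgMXP3 and barcoded ABCB1 CCRF-Adr cell mix | Quantity: 3 million cells/mL in well | Schedule: 10 min at 25 °C | Control set: Nicardipine as high control, DMSO as low control | Reagent: JC-1 as fluorescent efflux pump substrate | Signal: Flow cytometry of retained JC-1 fluorescence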
Bcl-XL Bim block = disrupts Bim peptide binding to human Bcl-XL. inhibition, % at 10 µM. bead flow cytometry, fluorescence. hit rate 0.04% among 190,000. Q07817
Target sequence (Q07817 whole entry, looked up): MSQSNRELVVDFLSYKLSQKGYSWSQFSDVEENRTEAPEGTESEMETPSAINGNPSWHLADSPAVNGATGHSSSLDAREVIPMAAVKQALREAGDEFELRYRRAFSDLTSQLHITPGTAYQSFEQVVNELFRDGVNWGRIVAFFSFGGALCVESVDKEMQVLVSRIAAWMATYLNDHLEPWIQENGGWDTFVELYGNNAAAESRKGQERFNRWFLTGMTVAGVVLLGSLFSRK
Bim-Bcl-2 = human Bim-Bcl-2 interaction inhibition | P10415 | AID 950 | Bead-based flow cytometry, Bim peptide-Bcl-2 binding | inhibition, % at 10 µM | hit rate 0.06% among 190,000; in the data active = inhibition above about 40%; inconclusive = no clear call, values can overlap the other calls;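 note: 0% = no compound wells with probe peptide and 100% = reference peptide inhibitor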
Target sequence (P10415 whole entry, looked up): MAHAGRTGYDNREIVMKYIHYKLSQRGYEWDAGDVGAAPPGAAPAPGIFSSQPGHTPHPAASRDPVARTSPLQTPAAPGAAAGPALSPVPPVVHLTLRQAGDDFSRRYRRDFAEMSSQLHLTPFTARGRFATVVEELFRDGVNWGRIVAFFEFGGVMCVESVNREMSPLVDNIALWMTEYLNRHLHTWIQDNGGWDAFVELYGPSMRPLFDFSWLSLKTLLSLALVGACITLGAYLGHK
Bim-Mcl-1 = human Bim-Mcl-1 interaction inhibition. Bead-based flow cytometry, Bim peptide-Mcl-1 binding. inhibition, % at 10 µM. hit rate 0.1% among 190,000. AID 1009;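 note: 0% = no compound tracer wells and 100% = peptide blocker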
Bcl-W Bim block = human Bim-Bcl-W interaction inhibition | bead-based flow cytometry, Bim peptide-Bcl-W binding | inhibition, % at 10 µM | hit rate 0.02% among 190,000 | Q92843;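 note: 0% = bound tracer without compound and 100% = peptide blocker; higher means less fluorescent Bim peptide bound to Bcl-W beads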
Target sequence (Q92843 whole entry, looked up): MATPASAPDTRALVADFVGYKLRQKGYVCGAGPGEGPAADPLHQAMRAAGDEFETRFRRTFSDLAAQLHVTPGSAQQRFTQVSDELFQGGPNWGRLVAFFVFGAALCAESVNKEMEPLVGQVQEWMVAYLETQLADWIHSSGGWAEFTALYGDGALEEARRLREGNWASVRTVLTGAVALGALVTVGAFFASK
ABCB1 inh = inhibitors of human ABCB1 transporter, ABCG2 counter-screen. P08183. CCRF-Adr cells, JC-1 efflux, flow cytometry. inhibition, % at 6.6 µM. hit rate 0.067% among 190,000. AID 1326; in the data active = inhibition above about 40%;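 note: 0% = vehicle and 100% = reference inhibitor; higher value means more JC-1 retained so stronger ABCB1 efflux block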
Active calls of the source: *; ? = inconclusive; nt = no result given. Cut-off read from the data, not from the text of the source, unless noted: active = inhibition above about 40%.

SMILES	Bfl-1 Bim block	Bim-Bcl-B	RGS7-Gao reg	RGS8-Gao reg	RGS4-Gao reg	ABCG2 inh	Bcl-XL Bim block	Bim-Bcl-2	Bim-Mcl-1	Bcl-W Bim block	ABCB1 inh
c1ccc(COc2ccccc2CNc2nn[nH]n2)cc1	-5	-2	?	100	100	-3	-3	0	0	0	-0.5
Cc1ccc(C=Nc2ccccc2C(N)=O)s1	-3	-7	100	101	102	8	-6	-4	-8	-3	0.3
O=C(NCCCN1CCOCC1)c1ccc(Br)cc1	0	1	96	100	99	1	0	0	-1	1	0.2
COC(=O)c1ccccc1NC(=O)N1CCN(C/C=C/c2ccccc2)CC1	-3	-3	99	102	103	3	-5	-3	2	-4	0.6
COc1ccc(Nc2nc(C(=O)N(CCO)Cc3ccccc3)cs2)cc1	-2	-1	100	99	100	7	-1	0	0	-1	0.8
CCCn1c(N)[n+](CC(=O)c2ccco2)c2ccccc21	0	0	106	101	104	0	0	0	-1	2	-0.1
O=C(Nc1cccc(C(F)(F)F)c1)C(SCCO)c1ccccc1 (stereo not drawn)	-13	-8	100	103	105	-3	-7	-6	-3	-6	0.3
COc1cccc(-c2nnn(CC(=O)Nc3ccc(C)cc3C)n2)c1OC	-7	-7	102	105	103	4	-7	-6	-2	5	0.7
CCOC(=O)C1CCN(C(=S)Nc2cc(OC)c(OC)cc2C(=O)OC)CC1	0	0	101	102	100	6	0	3	-2	-2	1.3
COC(=O)c1c(-c2ccccc2)csc1NC1=NS(=O)(=O)c2ccccc21	0	0	99	90	100	-12	-8	4	-5	-2	-0.8
Cc1ccc(CN2CCN(C3CCCC3)C(CCO)C2)s1 (stereo not drawn)	1	2	102	102	106	6	-2	0	-1	-3	0.9
Cc1ccc2[nH]c(=O)c(C3C(C#N)=C(N)Oc4c3ccc3cccnc43)cc2c1 (stereo not drawn)	-15	-4	88	95	91	3	-2	-5	0	0	0.7
O=c1[nH]cnc2c1sc(=S)n2-c1ccccc1	14	-30	126	79	91	-1	-7	-6	-8	0	0.0
CC(=O)c1cccc(NS(=O)(=O)c2cc(OCC(N)=O)c(C)cc2Cl)c1	-20	-12	99	100	101	8	-6	-12	-2	-1	-0.8
COc1ccc(S(=O)(=O)Nc2cccc(C)n2)c2ccccc12	0	4	99	93	98	-9	0	0	1	0	-1.4
C=CCOc1ccc2oc(=O)cc(C)c2c1	-2	-5	100	102	102	9	-4	-1	-1	-3	nt
CCOC(=O)c1cccc(NC(=O)CSc2nnc(C3CCCCC3)n2C)c1	-7	-4	98	99	101	13	-2	-6	-1	0	1.9
CS(=O)(=O)c1ccc(S(=O)CC(=O)Oc2ccc(Cl)cc2)c([N+](=O)[O-])c1 (stereo not drawn)	19	-4	96	93	96	1	-1	4	-1	2	-0.2
O=C(C1CCCN(Cc2nc(-c3ccc(Cl)cc3)no2)C1)N1CCOCC1 (stereo not drawn)	-6	-5	101	108	100	3	-5	-2	-1	-4	1.5
COc1ccc(-c2nn3c(-c4ccccn4)nnc3s2)cc1OC	4	10	103	102	100	15	14	0	9	8	0.7

Among those listed so far, 6 contain four or more nitrogen atoms.
SMILES	Bfl-1 Bim block	Bim-Bcl-B	RGS7-Gao reg	RGS8-Gao reg	RGS4-Gao reg	ABCG2 inh	Bcl-XL Bim block	Bim-Bcl-2	Bim-Mcl-1	Bcl-W Bim block	ABCB1 inh
c1ccc(COc2ccccc2CNc2nn[nH]n2)cc1	-5	-2	?	100	100	-3	-3	0	0	0	-0.5
COc1cccc(-c2nnn(CC(=O)Nc3ccc(C)cc3C)n2)c1OC	-7	-7	102	105	103	4	-7	-6	-2	5	0.7
Cc1ccc2[nH]c(=O)c(C3C(C#N)=C(N)Oc4c3ccc3cccnc43)cc2c1 (stereo not drawn)	-15	-4	88	95	91	3	-2	-5	0	0	0.7
CCOC(=O)c1cccc(NC(=O)CSc2nnc(C3CCCCC3)n2C)c1	-7	-4	98	99	101	13	-2	-6	-1	0	1.9
O=C(C1CCCN(Cc2nc(-c3ccc(Cl)cc3)no2)C1)N1CCOCC1 (stereo not drawn)	-6	-5	101	108	100	3	-5	-2	-1	-4	1.5
COc1ccc(-c2nn3c(-c4ccccn4)nnc3s2)cc1OC	4	10	103	102	100	15	14	0	9	8	0.7

Back to the main list with the 2 entries that preceded the break.
SMILES	Bfl-1 Bim block	Bim-Bcl-B	RGS7-Gao reg	RGS8-Gao reg	RGS4-Gao reg	ABCG2 inh	Bcl-XL Bim block	Bim-Bcl-2	Bim-Mcl-1	Bcl-W Bim block	ABCB1 inh
O=C(C1CCCN(Cc2nc(-c3ccc(Cl)cc3)no2)C1)N1CCOCC1 (stereo not drawn)	-6	-5	101	108	100	3	-5	-2	-1	-4	1.5
COc1ccc(-c2nn3c(-c4ccccn4)nnc3s2)cc1OC	4	10	103	102	100	15	14	0	9	8	0.7
COc1ccc(CCNC(=O)CSc2cn(Cc3cccc(C)c3)c3ccccc23)cc1OC	-1	-7	97	100	97	32	-5	-1	-4	-3	13
CN(Cc1ccccc1)C(=O)c1nc2ccccn2c1CNCCn1cccn1	-10	-3	97	99	98	1	-3	-7	-5	-2	0.6
COC(=O)c1c(C)c2c(C)cc3ccccn3c-2c1C(=O)OC	2	2	101	101	105	6	0	0	0	0	1.4
COc1ccc([C@@H]2C(C#N)=C(N)S[C@@H](c3ccccc3)[C@@H]2[N+](=O)[O-])cc1	-1	-7	101	104	104	6	-8	0	-5	-3	0.9
COc1ccc(C(O)P(=O)(OC2CCCCC2)c2ccc(N(C)C)cc2)cc1OC (stereo not drawn)	-5	0	92	98	93	3	-1	-2	0	-2	0.7
CC(C(=O)Nc1ncc2c(n1)CC(C)(C)CC2=O)N1C(=O)c2ccccc2C1=O (stereo not drawn)	1	0	101	104	100	0	-3	-3	-1	0	0.5
CC1CN(c2nc3c(c(=O)n(C)c(=O)n3C)n2Cc2c(F)cccc2Cl)CC(C)O1 (stereo not drawn)	0	-1	104	101	100	6	-2	0	-6	-2	1.2
Cc1ccc2cc(C)c3nnc(SCC(=O)NCc4ccco4)n3c2c1	-1	-1	99	98	98	1	0	-5	1	4	1.3
COc1cccc2c(=O)cc(C)n(CC(=O)Nc3ccccc3C)c12	1	0	98	99	99	1	1	0	-1	-2	0.3
CN(C)c1nnnn1-c1ccc(OC(F)(F)F)cc1	-2	0	100	105	98	10	1	1	0	0	0.2
CCOc1ccc(NC(=O)CCC(=O)NNC(=O)Nc2ccc(Cl)cc2)cc1	-2	-1	108	104	107	-1	0	-2	0	-5	-0.4
Cc1cc(C(=O)NCC(C)C)c2ccccc2n1	-21	-10	98	99	101	3	-7	-14	-5	-4	-0.1
CCOC(=O)c1ccccc1NC(=O)CN(c1ccccc1OC)S(C)(=O)=O	-5	0	99	99	98	1	-1	0	6	9	0.0
COc1ccccc1CNC(=O)c1cc2sccc2n1C	-22	-11	104	103	101	96*	-11	-12	-6	-6	2.3
O=C(NC1CCCCC1)C(c1cc2c(cc1[N+](=O)[O-])OCO2)N1CCCCC1 (stereo not drawn)	0	-9	101	101	99	1	-4	-2	-4	-5	0.2
Cc1ccc(C(=O)OCC(=O)c2c(N)n(C)c(=O)n(C)c2=O)cc1S(=O)(=O)N1CCCCC1	-2	-5	99	102	99	5	-5	0	-3	-1	0.4
CCOc1ccc(-c2cc(C(=O)NCCCN3CCN(CC)CC3)c3ccccc3n2)cc1	-5	-3	99	101	100	2	-3	-6	-3	-4	1.1
CC(=O)C1=C(C)NC(SCC(=O)c2ccc(Cl)cc2)=C(C#N)C1c1ccco1 (stereo not drawn)	-19	-14	100	99	99	46	-10	-8	-5	-7	2.9
c1ccc(N2CCN(c3nc(-c4cccs4)nc4ccccc34)CC2)cc1	-9	-4	101	103	106	3	0	-4	5	-2	1.6
CC(=O)C1=C(O)C(=O)N(Cc2cccnc2)C1c1ccccc1 (stereo not drawn)	1	-5	101	98	98	0	-7	1	-2	-4	0.3
O=C(NCCSc1c[nH]c2ccccc12)c1ccco1	-11	-6	104	101	100	0	-4	-6	-2	4	-1.7
COc1ccc(C(=S)N2CCCCC2)cc1Br	-4	-5	?	101	101	18	0	-2	0	1	3.4
COc1ccccc1CNC(=O)c1oc2ccc(S(=O)(=O)N3CCCC3)cc2c1C	-3	-3	98	99	99	1	1	-2	0	4	1.1
CCOc1cc(C)c(C(C)C)cc1S(=O)(=O)NCc1ccccn1	-10	-10	108	109	106	3	4	-9	0	2	-0.1
CC(C)CC1(C)NC(=O)N(CC(=O)Nc2cccc(S(=O)(=O)N(C)c3ccccc3)c2)C1=O (stereo not drawn)	-1	-4	98	100	98	4	-1	0	0	3	-0.3
COc1ccc(C(=O)O/N=C(/c2ccccc2)c2ccncc2)cc1OC	-4	-2	97	103	102	-2	-2	0	0	0	-0.9
O=C(CCC1CCCC1)Nc1ccc([N+](=O)[O-])cn1	-2	-10	100	101	104	12	-7	-8	-1	-3	1.6
CNC(=O)c1ccc(OC2CSC2)cc1	-13	-5	105	104	105	2	-17	-8	4	-1	0.2
O=C(COC(=O)c1ccccc1NC(=O)c1ccco1)NCC1CCCCC1	2	11	101	118	100	3	0	8	0	0	2.0
Cc1ccccc1-n1c(N)cc(=O)[nH]c1=S	-17	-10	99	100	99	36	-5	-10	-3	0	1.5
O=C(c1ccc(NC2=NC3CS(=O)(=O)CC3S2)cc1)N1CCc2ccccc2C1 (stereo not drawn)	-8	-9	100	99	100	0	-4	-2	0	-2	0.3

Arranged by the number under Bim-Bcl-B (low to high): six of the compounds above
mol	Bfl-1 Bim block	Bim-Bcl-B	RGS7-Gao reg	RGS8-Gao reg	RGS4-Gao reg	ABCG2 inh	Bcl-XL Bim block	Bim-Bcl-2	Bim-Mcl-1	Bcl-W Bim block
O=C(CCC1CCCC1)Nc1ccc([N+](=O)[O-])cn1	-2	-10	100	101	104	12	-7	-8	-1	-3
O=C(c1ccc(NC2=NC3CS(=O)(=O)CC3S2)cc1)N1CCc2ccccc2C1 (stereo not drawn)	-8	-9	100	99	100	0	-4	-2	0	-2
O=C(NCCSc1c[nH]c2ccccc12)c1ccco1	-11	-6	104	101	100	0	-4	-6	-2	4
COc1ccc(C(=S)N2CCCCC2)cc1Br	-4	-5	?	101	101	18	0	-2	0	1
CC(C)CC1(C)NC(=O)N(CC(=O)Nc2cccc(S(=O)(=O)N(C)c3ccccc3)c2)C1=O (stereo not drawn)	-1	-4	98	100	98	4	-1	0	0	3
O=C(COC(=O)c1ccccc1NC(=O)c1ccco1)NCC1CCCCC1	2	11	101	118	100	3	0	8	0	0
